From PubChem
Pf Dd2 growth = inhibitors of Plasmodium falciparum Dd2 growth. P. falciparum Dd2 growth, SYBR Green, 72 h. Potency, µM (top dose mostly 28.9 µM), without a hit: top-dose activity, negative = inhibition, actives largely listed as inhibitors. 120,000 tested, 4.3% active; active = well fitted inhibition curve with a large enough effect; inconclusive = small, poorly fitted or top-dose-only effect; inactive = no such curve, though single readings can be large or run the other way;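 note: plate controls were DMSO vehicle for no effect and reference drug for full effect; nearly all actives have a fitted effect of over 65% in size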
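Readout: SYBR Green fluorescence, 485 nm excitation, 535 nm emission, after ~16 h lysis at 37C. Before that, Dd2-infected red cells (2.5% hematocrit) grew 72 h with compound, 29 uM top final concentration.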
* hit, by the source's call; i = inactive; ? = inconclusive; [ ] = dose if it differs, or a comment. Potency is the fitted concentration of half-maximal effect. Some of the compounds tested, so the mix of outcomes need not match the whole.

SMILES	Pf Dd2 growth
O=C(N1CCOCC1)N1C2CCC1CN(c1ccc(C(F)(F)F)cc1)C2	?
O=[S+]([O-])(Nc1cccnc1)c1ccc2c(c1)OCCN(CCc1ccccc1)C2	i
Cc1ccc(CN2C[C@@H]3C[C@H]2C(=O)N(CC2CC2)c2ccccc2O3)cc1	10µM*
O=C(Cc1ccc(NC(=O)N2CCSc3ncccc32)cc1)NCCc1ccccc1	?
CCOc1ccc(NC(=O)C(=O)c2cc(C)n(-c3cc(C)cc(C)c3)c2C)cc1	34%[activator]
COc1ccc(-c2cc(NCCO)nc3[nH]ccc23)cc1C(F)(F)F	?
CC(C)Oc1cccc(-c2nc(C(=O)NCc3ccc(F)cc3)cs2)c1	-14%
O=C(c1cnccn1)N1CCCC2(COc3ccccc3[S+](=O)([O-])N2)C1 (stereo unspecified)	14%
Cc1ccccc1CC(=O)N1CCC[C@H]1c1nc(-c2ccccc2)no1	-21%
Cc1ccc2c(CC(=O)Nc3c(C(=O)Nc4cccc(Cl)c4)oc4ccccc34)coc2c1C	?
CCOC(=O)C1CCN(C(=O)Cn2ncc3c([nH]c4ccc(C)cc43)c2=O)CC1	63%[activator]
O=C(COc1ccc(Cl)cc1)Nc1cc(-c2ccccc2)no1	33%[activator]
O=C(NC1C[C@H]2CC[C@@H](C1)N2C(=O)c1ccn[nH]1)c1ccncc1 (stereo partly specified)	10%
O=C(NCc1ccccc1C(F)(F)F)c1cccc2c1CCN2C(=O)C1CC1	?
CCCOCCCNC(=O)c1c(C)noc1-c1cccc(F)c1	?
CC1(C)CN(C(=O)C2(c3ccccc3F)CC2)C[C@]1(C)O	-17%
NC(=O)CN1CCC(C(=O)N2C[C@@H](C(=O)O)[C@H](c3ccccc3)C2)CC1	-5%
CC1CCN(S(=O)(=O)c2ccc(N3CCCCS3(=O)=O)cc2)CC1	8%
CN1CCCCCC1C(=O)N1CCC(N2CCC(C(=O)NCc3ccccn3)CC2)CC1 (stereo unspecified)	0%
COc1ccc(NC2=N[C@H]3[C@@H](O)[C@H](O)C[C@H](C(=O)NCc4ccccc4OC)[C@H]3S2)cc1	17%
Cc1cccc(OCCc2noc(C3CCCCN3)n2)c1 (stereo unspecified)	?
N#C/C(=C/c1ccccc1Cl)c1nc2ccccc2c(=O)[nH]1	19%
CCOc1ccccc1CN1CCC2(CCN([S+](=O)([O-])c3cccc(C(F)(F)F)c3)CC2)Oc2ccccc21	8.9µM*
Cc1cc2nc(-c3cccc(NC(=O)c4cccc5ccccc45)c3)oc2cc1C	-1%
O=C(N[C@@H]1CN(C(=O)Nc2ccccc2)CCC[C@H]1O)c1ccc(OCCN2CCCC2)cc1	-24%
NC(=O)c1cccc(CN2CCC3(CC2)CC(c2cccnc2)=NO3)c1	5%
COc1ccc(CCNC(=O)c2c(Nc3ccccc3C)sc(C(=O)c3ccccc3)c2N)cc1OC	i
CCOC(=O)c1cc(-c2ccccc2)n(CCCC(=O)Nc2ccc(C)cc2Cl)c1C	i
Cc1ccc(-c2ncc(C(=O)N3CCC(Nc4ncccn4)CC3)c(=O)[nH]2)cc1	-8%
O=C1CCN(S(=O)(=O)c2cccc(F)c2)CCCC(c2nc(-c3cccnc3)no2)CCN1 (stereo unspecified)	i
Cn1cnc(S(=O)(=O)N2C[C@@H](F)C[C@H]2C(=O)N2CCCCC2)c1	i
CCN(CC)C(=O)CN1C(=O)COc2ccc(S(=O)(=O)N3CCOCC3)cc21	13%
CC1(c2noc(-c3ccccc3)n2)CCN(C(=O)C2CCN(C(=O)c3ccc(=O)[nH]c3)CC2)CC1	i
CCOC(=O)N1CCC(NC(=O)c2ccccc2C2CCNC2)CC1 (stereo unspecified)	-15%
COc1ccc(C(=O)N2CCC(c3nn(Cc4ccccc4)c(=O)[nH]3)CC2)cc1	11%
COc1ccc(C(=O)NC[C@H]2Cn3c(-c4ccc(F)cc4)cnc3CO2)cc1	?
CN(C)c1ccc(CN2CCCC3(C2)NC(=O)c2ccccc2O3)cc1 (stereo unspecified)	?
COc1ccc(C(=O)N2CCC(N3C(=O)[C@H](OC)[C@@H]3c3ccncc3)CC2)c(OC)c1	-14%
COC[C@@H]1CN(c2cnccn2)C[C@H]1C(=O)NCCc1cccnc1	5%
COc1ccc(C2=NOC3(CCN(Cc4cccnc4)C3)C2)cc1 (stereo unspecified)	i
CN1CCOC(CNc2ncc(C(C)(C)C(=O)O)c(N3CCOCC3)n2)C1 (stereo unspecified)	5%
CC(C)(C)C(=O)N[C@H]1C[C@@H](Cc2cc(-c3ccccc3)on2)C1(C)C	?
CCOCCCn1c(=N)c(C(=O)NC2CCCC2)cc2c(=O)n3cc(C)ccc3nc21	2%
CC(C)CCCC1CN(C(=O)CCN2CCCCCC2=O)CCO1 (stereo unspecified)	-6%
COc1ccc(S(=O)(=O)N2C[C@@H]3C[C@H](C2)c2c(NC(=O)c4ccccc4)ccc(=O)n2C3)cc1	?

As a working copy, some entries already given.
SMILES	Pf Dd2 growth
COc1ccc(CCNC(=O)c2c(Nc3ccccc3C)sc(C(=O)c3ccccc3)c2N)cc1OC	i
CCOC(=O)c1cc(-c2ccccc2)n(CCCC(=O)Nc2ccc(C)cc2Cl)c1C	i
Cc1ccc(-c2ncc(C(=O)N3CCC(Nc4ncccn4)CC3)c(=O)[nH]2)cc1	-8%
O=C1CCN(S(=O)(=O)c2cccc(F)c2)CCCC(c2nc(-c3cccnc3)no2)CCN1 (stereo unspecified)	i
Cn1cnc(S(=O)(=O)N2C[C@@H](F)C[C@H]2C(=O)N2CCCCC2)c1	i
CCN(CC)C(=O)CN1C(=O)COc2ccc(S(=O)(=O)N3CCOCC3)cc21	13%
CC1(c2noc(-c3ccccc3)n2)CCN(C(=O)C2CCN(C(=O)c3ccc(=O)[nH]c3)CC2)CC1	i
CCOC(=O)N1CCC(NC(=O)c2ccccc2C2CCNC2)CC1 (stereo unspecified)	-15%
COc1ccc(C(=O)N2CCC(c3nn(Cc4ccccc4)c(=O)[nH]3)CC2)cc1	11%
COc1ccc(C(=O)NC[C@H]2Cn3c(-c4ccc(F)cc4)cnc3CO2)cc1	?
CN(C)c1ccc(CN2CCCC3(C2)NC(=O)c2ccccc2O3)cc1 (stereo unspecified)	?
COc1ccc(C(=O)N2CCC(N3C(=O)[C@H](OC)[C@@H]3c3ccncc3)CC2)c(OC)c1	-14%
COC[C@@H]1CN(c2cnccn2)C[C@H]1C(=O)NCCc1cccnc1	5%
COc1ccc(C2=NOC3(CCN(Cc4cccnc4)C3)C2)cc1 (stereo unspecified)	i
CN1CCOC(CNc2ncc(C(C)(C)C(=O)O)c(N3CCOCC3)n2)C1 (stereo unspecified)	5%
CC(C)(C)C(=O)N[C@H]1C[C@@H](Cc2cc(-c3ccccc3)on2)C1(C)C	?
CCOCCCn1c(=N)c(C(=O)NC2CCCC2)cc2c(=O)n3cc(C)ccc3nc21	2%
CC(C)CCCC1CN(C(=O)CCN2CCCCCC2=O)CCO1 (stereo unspecified)	-6%
COc1ccc(S(=O)(=O)N2C[C@@H]3C[C@H](C2)c2c(NC(=O)c4ccccc4)ccc(=O)n2C3)cc1	?

Going on with the list.
SMILES	Pf Dd2 growth
CNC(=O)N1CCC(C2CCN(S(=O)(=O)c3ccc4c(c3)CCC4)C2)CC1 (stereo unspecified)	i
COc1cccc(CNc2ncc(-c3ccc(Br)cc3)n2C)c1	-19%
Cc1ccc(C2c3cc(OCc4nc(C(=O)NC(C)C)co4)ccc3CCN2C(=O)C2CC2)cc1 (stereo unspecified)	-16%
CCCC(=O)NCc1nc2cccnc2n1Cc1ccc(F)cc1	30%
CCOc1ccc(CNC(=O)c2cccc(NC(=O)N3CCSc4ncccc43)c2)cc1	61%[activator]
CC(=O)N1C[C@@H]2OCC(=O)N(c3ccccc3)[C@@H]2C1	2%[44.1 µM]
Cc1ccnc(NC(=O)C2CC(=O)N(c3n[nH]c4cc(Br)ccc34)C2)c1 (stereo unspecified)	?
Cc1ccccc1Cn1c(COc2ccc(Cl)cc2)nc2ccccc21	4%
Cc1cccc(C(=O)n2nc(-c3cccnc3)nc2NCc2ccc(F)cc2)c1	17%
c1cc(C2CCCNC2)[nH]n1 (stereo unspecified)	2%
O=C(CC1CCCC1)NCCc1noc(Cc2ccccc2)n1	37%
CCN(CC)C(=O)c1sc2c(c1C)c(=O)n(-c1ccccc1)c(=O)n2Cc1cc(=O)n2ccccc2n1	16%
CCOc1ccc(NC(=O)Cn2c(=O)c(CNc3ccc(CC)cc3)cc3cc4c(cc32)OCO4)cc1	?
O=C(O)Cn1ccc2cc(OCC3CCN(C(=O)C4CCCC4)CC3)cnc21	i
CCOC(=O)C1=C(CS(=O)(=O)c2ccc(C(C)(C)C)cc2)NC(=O)NC1c1cccc(OC)c1 (stereo unspecified)	i
Cc1ccc(COC(=O)c2[nH]c3c(c2C)C(=O)CC(c2ccc(Cl)cc2)C3)cc1 (stereo unspecified)	-6%
CO[C@H]1[C@H](NC(=O)Cc2ccc3c(c2)OCO3)c2ccccc2C12CCNCC2	-9%
COc1cccc(CC(=O)Nc2ccc3c(c2)CN(Cc2ccccc2OC)C(=O)C(C)O3)c1 (stereo unspecified)	i
O=C(Nc1ccc([C@@H](O)[C@H]2COCC(=O)N2CCCc2ccccc2)cc1)C1CC1	-26%[44.1 µM]
C[S+](=O)([O-])c1cccc(-c2cnc3[nH]cc(CC(N)=O)c3c2)c1	?
COCCc1noc(-c2ccccc2OC2CN(C(=O)Cc3cccc(C)c3)C2)n1	?
CCc1ccccc1N(C)C(=O)C1CCCN(c2ncnc3onc(-c4ccc(F)cc4)c23)C1 (stereo unspecified)	?
COc1ccc(NS(=O)(=O)c2ccc3c(c2)CCN3C(=O)CCC(=O)O)cc1Cl	22%
COc1cccc(Cc2nc3ccccc3nc2SCC(=O)Nc2ccccc2F)c1	-17%
COc1ccc(C(=O)N2CCCC(c3[nH]ccc3C(N)=O)C2)cc1F (stereo unspecified)	20%
Cc1ccc(NC2=C(CC(=O)O)C(c3ccc(F)cc3)N(c3ccc(C)cc3)C2=O)cc1 (stereo unspecified)	?
Cc1cccc2nc(-c3ccc(Cl)s3)c(Nc3ccc4c(c3)OCCO4)n12	-15%[0.594 µM]
CCOCCc1nnc(NC(=O)C(=O)c2cc(C)n(-c3ccc(Cl)cc3)c2C)s1	106%[activator]
CCc1ccc(C(=O)c2cn(CC(=O)Nc3ccc(C)c(C)c3)c3ccccc3c2=O)cc1	?
COc1ccccc1C(=O)Nc1ccc([C@@H](O)[C@H]2COCC(=O)N2Cc2ccc(F)cc2)cc1	-25%
CC(C)CCOc1ccccc1Cn1c(=O)sc2ccccc21	8%
O=C(Nc1ccccc1O)c1cc(S(=O)(=O)N2CCCC2)ccc1Cl	25%
COc1ccc(Cn2c(CO)cnc2SCc2ccc(C)cc2)cc1	-10%
Cn1cccc1CN[C@H]1[C@H](O)[C@@H](N2CCCC2)[C@@H]2OC[C@H]1O2	i
COc1ccc(CCC(=O)N2[C@H]3CC[C@@H]2c2cnc(-c4ccccc4)nc2C3)cc1	-27%
CC1(C)[C@H]2CC[C@@H](CNC(=O)c3ccc(Cl)nc3)[C@@H]1C2	?
CCCS(=O)(=O)N1CCC2(CCC2OC)CC1 (stereo unspecified)	-1%
COc1ccccc1OCCn1c(-c2ccc(Cl)cc2)nc2ccccc2c1=O	-10%
COC(=O)CCC(=O)N1CCCC(N2CCN(c3cccc(Cl)c3)CC2)C1 (stereo unspecified)	i
COc1cccc(OCCN(C)C(=O)C2CCCN(C(=O)N(C)C)C2)c1 (stereo unspecified)	-9%
CC(C)c1ccc(N2CC(C(=O)N(C)C3CCSCC3)CC2=O)cc1 (stereo unspecified)	4%
O=S(=O)(c1ccccc1)c1nnn2c1nc(NC1CCCC1)c1ccccc12	34%[activator]
Cc1ccc2[nH]c(=O)c(CCC(=O)NCCN3CCc4ccccc4C3)cc2c1	?
O=C(C[C@@H]1C[C@H]2O[C@H](CNC3CCCC3)[C@@H](O)[C@H]2O1)N1CCC(F)(F)C1	13%[44.1 µM]
COCC1CN(C(C)=O)CC12CCN(C(=O)CC1CCCCC1)CC2 (stereo unspecified)	i
COc1ccc(C)cc1Nc1c2c(nc3ccccc13)CCC2	13µM*
Brc1ccc(-c2nc3ccccn3c2Nc2ccc3c(c2)OCCO3)o1	13µM*
O=C(CSCc1cc(=O)c2ccccc2[nH]1)Nc1cccc(C(F)(F)F)c1	?
O=C(Nc1ccccc1)O[C@@H]1CO[C@H]2[C@@H]1OC[C@@H]2n1nnnc1Sc1ccccc1	-37%[44.1 µM]
Cc1ccccc1Nc1nn2c(=O)c3ccc(C(=O)N4CCCC(C)C4)cc3nc2s1 (stereo unspecified)	i
Cc1cccc(N(C)c2nc3ccccc3c3nnc(C)n23)c1	0.45µM*
O=C(C[C@@H]1O[C@H](CNC(=O)Nc2cccc(F)c2)[C@@H](O)[C@H]1O)NCc1cccnc1	-18%[44.1 µM]
CC(C)CCNC(=O)c1cc2cc(S(=O)(=O)N3CCCCC3)ccc2n1C	9%
CCOc1ccc2c(n1)CCN(C(=O)c1ccc(C(C)C)cc1)C2	?
CC(C)C(=O)NCC(=O)N1CCCCCCNC(=O)CC1c1ccccc1 (stereo unspecified)	23%
CCOC(=O)N1CCN(C(C(=O)O)c2ccc(OC)nc2OC)CC1 (stereo unspecified)	-5%
CN(C)C(=O)c1cccnc1N1CC2CC(C1)[C@H]1CCCC(=O)N1C2 (stereo partly specified)	-9%
O=C1NCc2ccccc2CC12CCN(Cc1cccc(Br)c1)C2 (stereo unspecified)	-23%
CCC(=O)Nc1ccccc1-c1nc2ccccc2n(C(C)C(=O)Nc2cccc(Cl)c2C)c1=O (stereo unspecified)	i
Cn1c(C(=O)Nc2cccc(Cl)c2)cc2c(=O)n(C)c3ccccc3c21	21%
COc1ccccc1OCCNC(=O)C1CCCN(c2cn[nH]c(=O)c2)C1 (stereo unspecified)	3%
Clc1ccc(CN2CCC3(CC2)CC(c2ccccc2)=NO3)cc1	-17%
CN1C(=O)CC(C(=O)O)C12CCN(Cc1nc(-c3ccco3)no1)CC2 (stereo unspecified)	-6%
